From PubChem
human PMI inhibition = inhibitors of human PMI, primary screen, biochemical, fluorescence intensity, coupled assay (AID 1209); Mannose-6-phosphate isomerase (Homo sapiens); purified PMI enzyme, coupled fluorescence intensity; higher % means a stronger effect; inhibition, % at 20 µM, or IC50 in µM where a hit was titrated; 190,000 tested, 0.42% active;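 also: plate controls were DMSO vehicle for no effect and wells lacking substrate for full effect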
Dynein cargo inh = inhibitors of GR-EGFP nuclear translocation, primary screen, dynein cargo transport inhibitor project, imaging, high-content, 3617.4 mouse cells; test concentration mostly 20 µM; stimulated with dexamethasone, 1 µM; hits give low values; z-score, hits read low; 220,000 tested, 0.47% active; AID 1381, 2008;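 active = plate z-score of nuclear minus cytoplasmic receptor signal below a set negative limit, without overly bright fluorescence or cell loss, cut at about -3.5 in these data, passing the limit was not always enough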;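 also: z-score of nuclear minus cytoplasmic ring GR-EGFP intensity difference per well; some compounds called inactive have numbers as strong as hits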
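Schedule: 48 h induction, then 1 h compound, then 30 min agonist, 37 °C. Buffer or medium: tetracycline-free induction medium containing charcoal-stripped FBS. Reagent: 1.0 µM final dexamethasone stimulus. Evaluation: nuclear versus cytoplasmic GR-EGFP signal, averaged per well. Signal: high-content fluorescence imaging after fixation.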
WT yeast gro inh = growth inhibition of WT strain, primary screen, mitochondrial fusion inhibitor project, WT and mutant strains, chemical genetic. 190,000 tested, 2.1% active. inhibition, % at 10 µM. mitochondrial fusion phenotypic screen; in the data active = inhibition above about 58%; tested in S. cerevisiae
bCat nuc transl = modulators of beta-catenin nuclear translocation, primary screen, imaging, HeLa cells, immunofluorescence, high-content | 190,000 tested, 0.3% active | nuclear translocation activity, % at 5 µM;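 active = nuclear translocation activity above 50% at 5 µM, with a well cell count of 50 or more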;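 also: per-cell ratio of nuclear to cytoplasmic median beta-catenin stain intensity; plate controls were DMSO negative control for no effect and GSK-3 inhibitor IX positive control for full effect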
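assay system = human HeLa cells, endogenous beta-catenin | times = compound treatment 24 h, 37°C, 5% CO2 | detection = Anti-beta-catenin immunofluorescence on PFA-fixed, Triton-permeabilized cells, DAPI nuclei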
Autophagy mod = autophagy modulators in MEF cells, primary screen, imaging, high-content, MEF GFP-LC3; AID 463193, 2010; 190,000 tested, 0.98% active; calls only at 10 µM (by protocol); MEF GFP-LC3 puncta imaging; test concentration mostly 10 µM;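 active = percentage of spot-positive cells more than 3 SD above its plate mean, without a fluorescence outlier flag or 80% toxicity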;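 also: spot-positive cell cutoff set from DMSO-treated cells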
Yfh1-depleted yeast = enhancers of respiration in Yfh1-depleted yeast, dose response, Friedreich's ataxia, plus single-dose screen (AID 1465); 220,000 tested, 0.074% active; S. cerevisiae Yfh1-off respiration, WST-1 reduction, 72 h; higher fold induction means a stronger effect; fold induction at 50 µM, or EC50 in µM where a hit was titrated;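 active = fold induction of absorbance versus untreated yeast above a set limit, then at least 30% activation at any dose in follow-up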;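 also: activators that raise dye reduction in frataxin-depleted yeast; strong numbers were not always called active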
PMI inhibition = human PMI inhibitors, high substrate, primary screen, biochemical, fluorescence intensity, high mannose 6-phosphate (AID 1220). 190,000 tested, 0.66% active. inhibition, % at 20 µM, or IC50 in µM where a hit was titrated. recombinant PMI enzyme, coupled fluorescence intensity; higher % means a stronger effect. Mannose-6-phosphate isomerase (Homo sapiens)
Ins promoter up = insulin promoter activators in MIN6 cells, imaging, high-content screening, mouse beta cells. 190,000 tested, 0.3% active. MIN6 insulin promoter-GFP reporter; hits give high values. z-score at 5 µM;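 active = z-score above 3 at 5 µM with at least 500 cells counted in the well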
MT stabilize HCS = microtubule stabilizers in HeLa cells, primary screen, imaging, high-content imaging; AID 2205, 2009; HeLa tubulin immunostaining HCS, 24 h; share of cells brighter than vehicle mean+2SD; 200,000 tested, 0.83% active; % tubulin-high responders, % at 10 µM;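 active = plate Z-score above 3 for both tubulin-high and condensed-nucleus cell shares, with cell loss under 80%, at 10 µM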;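 also: anti alpha tubulin signal scored within the nucleus-defined area of each cell; some results filed as inactive read as strong as hits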
WT yeast gro inh mutant strain = further read-out of WT yeast gro inh, marked with its call; inhibition, %; mitochondrial fusion phenotypic screen, mutant strain inhibition
Dynein cargo inh cytoplasmic EGFP = recorded beside Dynein cargo inh, whose call it bears; z-score; measured here: cytoplasmic GR-EGFP intensity; hits give high values
Dynein cargo inh nuclear GR-EGFP = second read-out of Dynein cargo inh, no call of its own (marks repeat the call); z-score; measured here: nuclear GR-EGFP intensity;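 lower value marks the stronger effect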
Dynein cargo inh cell count = also measured in Dynein cargo inh; calls as there; z-score; measured here: cell count per field
Ins promoter up cell count = second read-out of Ins promoter up, no call of its own (marks repeat the call); cell count; measured here: cytotoxicity, nuclei count;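 total cells summed across four imaged fields per well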
bCat nuc transl cell count 5 µM = second read-out of bCat nuc transl, no call of its own (marks repeat the call); cell count; measured here: cell count, cytotoxicity flag
MT stabilize HCS Hoechst-high % = second read-out of MT stabilize HCS, no call of its own (marks repeat the call); % Hoechst-high responders; measured here: nuclear condensation Hoechst responders;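 share of cells brighter than vehicle mean plus two SD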
MT stabilize HCS cytotoxicity % = also measured in MT stabilize HCS; calls as there; toxicity, %; measured here: cytotoxicity by cell density;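 0% = mean cell density of plate MIN control wells and 100% = no cells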
Autophagy mod cell loss 18 h = further read-out of Autophagy mod, marked with its call; toxicity, %; measured here: cell loss, nuclei count;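 cell loss after 18 h compound exposure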
Numbers without * were called inactive; i = inactive; . = not tested or not shown. Rule as the data show it, unless noted: active = inhibition above about 50%; inactive = the rest.

SMILES	human PMI inhibition	Dynein cargo inh	Dynein cargo inh cytoplasmic EGFP	Dynein cargo inh nuclear GR-EGFP	Dynein cargo inh cell count	WT yeast gro inh	WT yeast gro inh mutant strain	bCat nuc transl	bCat nuc transl cell count 5 µM	Autophagy mod	Autophagy mod cell loss 18 h	Yfh1-depleted yeast	PMI inhibition	Ins promoter up	Ins promoter up cell count	MT stabilize HCS	MT stabilize HCS Hoechst-high %	MT stabilize HCS cytotoxicity %
Cc1ccc(NC(=O)CNCc2ccccc2)c(Br)c1	-10%	0.49	-0.13	0.47	-0.59	-6	-3	-0.7	1156	i	-2	i	-6%	-0.92	1151	2.4	2.2	7.4
O=C(NC1CCCC1)c1ccc(S(=O)(=O)N2CCOCC2)cc1	1%	0.023	0.22	0.12	0.37	-7	-3	-9.3	1243	i	1	i	-4%	-0.19	872	1.8	1.0	4.4
CCOc1ccc(Br)cc1C(=O)Nc1ccc(C(=O)NCC(C)C)cc1	-15%	1.8	-0.24	1.5	-0.13	-7	-14	-3.9	559	i	-5	i	-6%	-0.21	1021	2.1	3.3	13
CC(=O)c1cc2c(cc1NS(=O)(=O)c1ccc(C)cc1)OCO2	4%	-0.015	-0.2	-0.21	0.35	-45	-24	.	.	i	11	i	4%	.	.	1.4	0.7	3.9
CCc1nc(-c2ccccc2O)n(-c2ccccc2)n1	8%	0.37	-0.2	0.21	0.72	-5	-30	0.2	1179	i	-9	i	8%	-0.72	1385	5.8	2.1	0.7
O=C(Cn1c(C(=O)NCCCN2CCOCC2)cc2sccc21)c1ccccc1	9%	0.31	0.11	0.33	0.84	6	-1	-2.3	1065	i	2	i	0%	1.3	1014	2.5	2.2	9.4
COc1ccc(S(=O)(=O)Nc2nc3n(n2)C(c2ccc(Cl)cc2)CC(=O)N3)cc1 (stereo unspecified)	5%	-0.09	-0.39	0.13	-0.049	-6	-6	-3.5	1478	i	-23	.	0%	0.27	1673	2.0	1.8	7.5
O=C1CNC(=O)/C1=C\N1CCCCC1	15%	-0.92	-0.19	-0.032	0.43	10	22	-1.6	1068	i	8	i	12%	0.53	1246	3.3	2.9	8.0
CCOC(=O)Cc1cnc(NC(=O)Cn2nnc(-c3ccc(OCC)cc3)n2)s1	7%	0.12	-0.29	0.11	-0.0049	-9	18	-5.9	960	i	23	i	14%	0.37	1240	4.1	3.9	5.7
O=C(NOC(=O)c1ccccc1)c1ccccc1	.	-0.35	-0.25	-0.3	0.88	.	.	-3.2	1186	.	.	i	.	0.62	1340	.	.	.
Cc1nn(-c2ccc(F)cc2)c(Cl)c1/C=C/C(=O)N1CCNC(=O)C1	5%	-0.37	-0.15	-0.14	1.1	1	16	1.5	1051	i	19	i	6%	.	.	3.5	2.5	1.3
COc1cccc(Nc2nc(=O)[nH]nc2C)c1	3%	0.083	-0.27	0.15	0.18	-2	9	.	.	i	5	i	3%	-0.13	1281	2.0	0.1	34
CC1=C(C(=O)N2CCCC(C(=O)c3cccc(C(F)(F)F)c3)C2)OCCO1 (stereo unspecified)	6%	-1.6	-0.13	-1.2	0.97	0	-4	-2.0	1012	i	-7	i	13%	0.99	1403	1.8	2.9	6.0
Cc1ccc(S(=O)(=O)N2CCCC(c3nc(-c4ccc(C)o4)no3)C2)cc1 (stereo unspecified)	15%	1.9	0.8	1.9	-2.2	8	-10	2.8	1224	i	-3	i	12%	0.08	818	1.5	0.9	6.2
COCCNC(=O)C(c1cccs1)N(C(=O)Cn1nnc2ccccc21)c1cccc(C(C)=O)c1 (stereo unspecified)	-3%	-1.1	-0.34	-0.5	0.88	-24	1	-2.3	1162	i	1	i	-8%	0.26	1016	4.6	4.0	9.0
O=C(c1ccc(CNc2c(N3CCCC3)c(=O)c2=O)cc1)N1CC=C(c2ccccc2)CC1	.	-0.42	-0.22	0.21	0.82	.	.	-0.6	1344	.	.	i	.	-0.21	1031	.	.	.
COCC(C)NC(=O)COc1nncc2ccccc12 (stereo unspecified)	-18%	1.4	0.22	0.37	-0.58	-1	-8	-2.6	1034	i	-6	i	-7%	0.05	1137	1.4	1.6	0.4
c1cncc(CNc2ccc3c(c2)OCO3)c1	19%	-0.62	-0.26	-0.51	0.41	-10	-25	.	.	i	4	i	4%	.	.	2.6	2.5	10
COc1ccc(-n2cc(CNCCCn3ccnc3)c(-c3ccccc3Cl)n2)cc1	6%	1.2	-0.33	0.33	-0.57	8	6	1.9	1022	i	5	i	2%	-0.17	1286	1.6	1.5	12
C/C(N)=C(/C#N)C(=O)COC(=O)CC1CCCC1	-3%	-0.47	-0.26	-0.38	0.78	.	.	-6.4	999	i	13	i	-2%	-0.47	1278	3.0	3.2	9.7
CCN(CC)C(=O)CSc1nnnn1-c1ccc(F)c(Cl)c1	-6%	0.75	-0.26	0.38	-1.2	-6	7	2.0	965	i	-3	i	-8%	0.66	1570	1.4	1.7	5.6
Cc1[nH]n(-c2ncc(-c3ccc(Cl)cc3)s2)c(=O)c1C(c1ccc(Cl)cc1)C(C#N)C#N (stereo unspecified)	-40%	-3.6*	0.43*	-1.9*	-0.97*	20	17	-1.8	1094	i	-6	i	-46%	0.79	1497	2.5	1.4	5.0
Cc1ccc2cc(CCNC(=O)c3cccs3)c(=O)[nH]c2c1C	-2%	-0.18	-0.21	0.78	-0.48	5	-7	8.1	531	i	10	.	-6%	-0.13	1271	3.7	2.1	3.8
CCCCC1=CC2=CC(=O)C(C)(OC(=O)CC)C(=O)C2=CN1CC(C)C (stereo unspecified)	.	-0.29	-0.61	-0.19	0.5	.	.	-1.8	1196	.	.	i	.	0.25	877	.	.	.
CN(C)/C=C1\C=C(c2ccccc2)OC1=O	-12%	3.1	-0.098	3.2	-2.4	31	-3	.	.	i	6	i	0%	.	.	2.2	1.3	2.3
O=C(O)C/C(=C\c1ccc(Cl)cc1)c1nc2ccccc2o1	2%	-0.32	-0.14	-0.15	0.54	-5	4	0.2	1072	i	11	i	0%	-0.74	1560	0.9	2.2	5.2
CCOC(=O)c1c(C)c(C(=O)N2CCN(c3ccccc3)CC2)c(C)n1C	9%	1.2	-0.23	0.17	-0.001	37	19	0.0	1116	i	19	i	6%	2.2	1151	3.7	1.1	10
C=CCOC(=O)C1=C[C@H](c2coc3ccccc3c2=O)[C@@H](CCCO)[C@H](OCC)O1	1%	-0.54	-0.25	-0.0028	0.51	-7	1	-3.1	1212	i	3	i	-1%	-0.72	1309	3.0	1.1	3.1
CCCCCc1nnc(NS(C)(=O)=O)s1	-15%	-1.1	-0.25	-0.3	0.41	-7	-5	1.5	486	i	-13	i	-8%	0.1	1048	1.3	2.8	8.2
COC(=O)c1sccc1-c1ccc(C(=O)Nc2cccnc2)o1	3%	0.77	-0.23	-0.4	0.18	13	-12	.	.	i	25	i	7%	.	.	1.7	1.2	5.4
COC(=O)C(NC(=O)COc1ccccc1)(Nc1nc2c(s1)CCCC2)C(F)(F)F (stereo unspecified)	17%	-0.42	-0.2	-0.033	-0.39	27	-11	6.3	375	i	2	i	16%	.	.	1.6	0.6	0.7
Cc1ccc(NS(=O)(=O)c2cc(C(=O)N3CCOCC3)ccc2C)cc1C	5%	-0.43	-0.21	-0.3	0.28	13	4	.	.	i	1	i	2%	-0.14	1223	2.7	2.1	29
Cc1c(NC(=O)OCCSc2nc(N(C)C)nc(N(C)C)n2)sc(=S)n1C	12%	-0.071	0.39	0.3	-0.16	-13	0	0.7	1169	i	1	i	5%	1.7	1195	1.7	1.2	7.7
Cc1ccc(SCc2cc(=O)[nH]c(N3CCN(Cc4ccc5c(c4)OCO5)CC3)n2)cc1	9%	0.67	-0.04	0.65	1.1	-7	4	-0.9	1101	i	-1	i	11%	0.64	1283	12	12	97
CC1(C)CN(c2ccc(C(=O)c3ccccc3)cc2)C1=O	5%	-1.2	-0.32	-0.24	0.33	-8	11	1.0	1144	i	-6	i	7%	-0.04	1305	6.6	3.9	9.7
CCOC(=O)C1=C(C)NC2=C(C(=O)CC(C)(C)C2)C1c1ccsc1 (stereo unspecified)	5%	-0.007	-0.19	-0.17	0.54	-5	-4	.	.	i	-1	i	5%	.	.	3.1	2.4	6.7
COc1cccc(C2(O)CCN(C(=O)C3CCC3)CC2)c1	1%	-1	0.29	-0.31	0.11	1	6	-0.4	857	i	0	i	6%	0.28	1240	2.4	2.7	13
Nc1nc(-c2cccs2)c(CC(=O)O)s1	20%	-0.19	-0.22	-0.44	0.3	4	16	1.0	1097	i	-12	i	-6%	0.45	1192	2.1	0.8	5.5
O=C(NCC1CCCO1)c1cc2ccccc2nc1Cl (stereo unspecified)	-7%	0.98	-0.26	0.72	-0.098	-8	13	-1.9	1137	i	0	i	-2%	-0.2	1241	2.0	3.0	5.9
